# hERG WT inh = KCNH2 (human, wildtype) channel inhibition. 340,000 compounds, 0.37% hits. activity change, % at 1.84 µM. U2OS, BacMam KCNH2, thallium flux FluxOr; stronger effect = lower value. AID 720551. Q12809;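 active = maximum activity change below -70%; inconclusive = maximum activity change between -70% and -50%; inactive = maximum activity change above -50%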; note: % is set by controls: 0 for no effect and ±100 for the full control effect
#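 U2OS cells transduced with wild-type KCNH2 virus are loaded with FluxOr dye for 45 min, and thallium flux is measured in kinetic reads before and after stimulation buffer. Rate constants are normalized to DMSO controls.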
# S-ASM inh = human S-ASM enzyme inhibition; P17405; placental ASM, HMU-PC fluorogenic substrate, 60 min; Potency, µM (top dose mostly 57.5 µM), for the others: at the top dose activity change, negative = inhibition, usual class: inhibitors; 340,000 compounds, 0.006% hits; AID 504937; note: potency is the fitted concentration of half-maximal effect
#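 Steps: dispense placental human ASM, pin compound, wait 10 min at room temperature, add HMU-PC0 substrate at 9 uM final, incubate 60 min at 37 °C, add stop solution raising pH to 10, read fluorescence.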
# Chronic BCR inh = blocks chronic active B-cell receptor signaling | ABC-DLBCL IkBa-CBG/CBR reporter, luminescence ratio, 4 h | Potency, µM (top dose mostly 46.1 µM), inactives show top-dose ratio change, negative = lower green/red ratio, most hits filed as inhibitors | 340,000 compounds, 0.05% hits | AID 493014; active = well fitted inhibition curve with a large enough effect in the signal ratio, with a control signal flat, not every such curve was filed as active; inconclusive = small, poorly fitted or top-dose-only effect, or effect the other way, or a change in a side signal; the % refers to the signal ratio;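 note: potency is the fitted concentration of half-maximal effect; plate controls were basal doxycycline-induced cells for no effect and cells given 10 µM MG132 for full effect; MG132 reads +100%, hits lower the ratio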
#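 Compounds up to 46 uM were incubated four hours with TMD8 cells whose green CBG68 luciferase is fused to IkappaBalpha; red CBR luminescence normalised the signal, and concentration-effect curves were fitted to fusion, red and ratio data.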
# Eya2 inh = blocks the phosphatase activity of human Eya2 | Potency, µM (titrated, usually from 76.9 µM), for the others: at the highest dose activity, negative = inhibition, hits mostly inhibitors | 330,000 compounds, 0.006% hits | AID 488837 | recombinant Eya2, OMFP fluorescence dephosphorylation (OMFP is methylfluorescein phosphate) | O00167; note: potency is the fitted concentration of half-maximal effect; % is set by controls: 0 for no effect and ±100 for the full control effect
#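 Eya2 (0.2 uM) preincubated 10 min at ambient with compound, then OMFP substrate added at 50 uM; 10 min reaction in 50 mM HEPES pH 7.5, 50 mM NaCl, 5 uM MgCl2, 0.05% BSA, 1 mM DTT. Fluorescence read at Ex 485/Em 525 nm.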
# TSHR antag = human thyrotropin receptor antagonism; TSHR-expressing cells, TSH-stimulated cAMP HTRF, 2 h; stronger effect = lower value; P16473; activity change, negative = inhibition, % at 11.5 µM; 330,000 compounds, 0.2% hits;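 active = activity change below a set negative limit, meaning inhibition stronger than a set level, cut at about -70% in these data; inconclusive = activity change between two set negative limits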; note: % is set by controls: 0 for no effect and ±100 for the full control effect
#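 Freshly harvested TSHR cells receive pin-tooled compound, then EC80 TSH at 4nM final. After 2 hours at 37 deg C, antibody in lysis buffer and cAMP-d2 are added; 30 minutes at ambient temperature precede the HTRF read.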
# MBNL1-CUG inh = inhibitors of human MBNL1 binding to CUG repeat RNA; Q9NR56; TR-FRET MBNL1-His/biotin-(CUG)12 binding, 665/545 ratio; Potency, µM (titrated, usually from 57.5 µM), inactives show at the top dose activity change, negative = inhibition, most hits filed as inhibitors; 280,000 compounds, 0.036% hits; active = well fitted inhibition curve with a large enough effect in the signal ratio, with a control signal flat, not every such curve was filed as active; inconclusive = small, poorly fitted or top-dose-only effect, or effect the other way, or a change in a side signal; inactive = no such curve, though single readings can be large or run the other way; the % refers to the signal ratio; note: potency is the fitted concentration of half-maximal effect; % is set by controls: 0 for no effect and ±100 for the full control effect
# Target sequence (Q9NR56 whole entry, looked up): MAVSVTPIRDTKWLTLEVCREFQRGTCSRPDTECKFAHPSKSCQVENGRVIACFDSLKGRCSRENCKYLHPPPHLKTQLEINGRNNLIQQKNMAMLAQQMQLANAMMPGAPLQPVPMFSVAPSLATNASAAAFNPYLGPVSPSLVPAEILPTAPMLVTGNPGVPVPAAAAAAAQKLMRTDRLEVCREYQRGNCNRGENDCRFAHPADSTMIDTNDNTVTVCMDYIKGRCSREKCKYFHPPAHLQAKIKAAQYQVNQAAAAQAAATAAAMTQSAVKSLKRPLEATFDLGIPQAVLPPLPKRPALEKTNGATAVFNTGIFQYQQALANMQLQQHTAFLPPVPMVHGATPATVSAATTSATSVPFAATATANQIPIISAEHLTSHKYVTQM
#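 Ratiometric TR-FRET (665 over 545 nm, excitation 340 nm) tracks disruption of MBNL1-His/biotin-(CUG)12 complex after 60 min at room temperature, with compounds at 92 nM to 58 uM final.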
# PKM2 act = activators of human pyruvate kinase M2 | purified PKM2, Kinase-Glo ATP luminescence, activation; response scale: 0% is enzyme alone, no compound | Potency, µM (highest dose often 57.5 µM), for the others: at the top dose activation, actives largely listed as activators | 260,000 compounds, 0.34% hits | AID 1631; note: potency is the fitted concentration of half-maximal effect; % is set by controls: 0 for no effect and ±100 for the full control effect; nearly all actives have a fitted effect of over 55% in size
#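 ATP formation by purified human PK-M2, quantified via coupled luciferase luminescence after 1 h at room temperature with 0.1 mM ADP and 0.5 mM PEP final.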
# GALK inh = inhibitors of human galactokinase; P51570; Purified GALK, Kinase-Glo residual ATP luminescence; Potency, µM (titrated, usually from 57.5 µM), for the others: top-dose activity change, negative = inhibition, usual class: inhibitors; 270,000 compounds, 0.007% hits; note: potency is the fitted concentration of half-maximal effect; % is set by controls: 0 for no effect and ±100 for the full control effect
#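 Kinase-Glo Plus luminescence measured ATP left after a 1 h room-temperature reaction. The reaction used 5 nM GALK, 100 uM galactose and 35 uM ATP at pH 8.0 (20 mM HEPES, 5 mM MgCl2, 60 mM NaCl, 1 mM DTT, 0.01% BSA).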
# Mito fusion yeast = blocks mitochondrial division or promotes mitochondrial fusion; S. cerevisiae fusion-defective mutant growth rescue, CellTiterGlo 48 h; AID 485298; 320,000 compounds, 0.23% hits; Potency, µM (top dose mostly 46.1 µM), without a hit: at the highest dose growth rescue (activation), most hits filed as activators;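 note: potency is the fitted concentration of half-maximal effect; % of control where 0% means no effect; nearly all actives have a fitted effect of over 45% in size; temperature-sensitive fusion mutants such as fzo1-1 at 37 °C on non-fermentable ethanol glycerol medium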
#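 S. cerevisiae fusion-defective temperature-sensitive mutants (e.g. fzo1-1, mgm1-5) grown 48 h at 37C in YPEG (ethanol/glycerol non-fermentable) medium with 23 nl compound per well; growth rescue read as CellTiterGlo luminescence.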
# USP2a block = inhibitors of human ubiquitin-specific protease USP2a; O75604; USP2 core, Ub-CHOP2 coupled fluorogenic reporter, 485/531; Potency, µM (top dose mostly 38.3 µM), without a hit: at the top dose activity change, negative = inhibition, hits mostly inhibitors; 330,000 compounds, 0.01% hits; AID 463254;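 note: potency is the fitted concentration of half-maximal effect; plate controls were DMSO wells for no effect and full inhibition by NEM control for full effect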
#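 USP2 core (10nM final) preincubated 30min RT with compound in 20mM Tris-HCl pH 8.0, 2mM CaCl2, 2mM beta-mercaptoethanol, 0.05% CHAPS; 25nM Ub-CHOP2 plus 25nM reporter substrate added, fluorescence (Ex485/Em531) read after 60min.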
# Menin-MLL TR inh = inhibitors of human menin-MLL interaction, mutant MLL peptide | O00255 | Menin + Texas Red MLL mutant peptide, fluorescence polarization | Potency, µM (highest dose often 61.6 µM), inactives show at the highest dose FP activity change, negative = inhibition, usual class: inhibitors | 270,000 compounds, 0.23% hits | AID 1768; active = well fitted inhibition curve with a large enough effect in the polarisation, with a control signal flat, not every such curve was filed as active; inconclusive = small, poorly fitted or top-dose-only effect, or effect the other way, or a change in a side signal; inactive = no such curve, though single readings can be large or run the other way; the % refers to the polarisation; note: potency is the fitted concentration of half-maximal effect; % of control where 0% means no effect; many of its hits are not listed in these tables
# Target sequence (O00255 whole entry, looked up): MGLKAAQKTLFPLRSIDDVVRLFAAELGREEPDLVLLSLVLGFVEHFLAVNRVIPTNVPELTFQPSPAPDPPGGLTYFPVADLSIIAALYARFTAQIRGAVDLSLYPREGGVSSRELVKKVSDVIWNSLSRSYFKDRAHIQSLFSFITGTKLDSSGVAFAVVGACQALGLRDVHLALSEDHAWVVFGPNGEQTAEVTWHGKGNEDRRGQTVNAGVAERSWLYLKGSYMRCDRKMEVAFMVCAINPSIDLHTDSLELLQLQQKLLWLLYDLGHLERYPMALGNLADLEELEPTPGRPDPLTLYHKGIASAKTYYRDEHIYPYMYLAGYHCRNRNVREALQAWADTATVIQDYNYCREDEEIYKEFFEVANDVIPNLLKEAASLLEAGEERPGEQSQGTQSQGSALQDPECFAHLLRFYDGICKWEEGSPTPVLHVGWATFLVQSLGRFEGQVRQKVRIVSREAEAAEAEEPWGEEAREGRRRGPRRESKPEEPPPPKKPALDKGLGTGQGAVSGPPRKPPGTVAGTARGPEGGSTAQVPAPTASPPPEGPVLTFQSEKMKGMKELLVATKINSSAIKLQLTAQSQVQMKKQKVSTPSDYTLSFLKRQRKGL
# * = called active by the depositor; ? = inconclusive; . = not tested or not shown; [ ] = another dose, or the depositor's remark. Unless noted, calls come from the whole dose curve; as a rule, active = well fitted curve in the direction sought with a large enough effect; inconclusive = small, poorly fitted or top-dose-only effect, or another doubt; inactive = no such curve, though single readings can be large; an effect the other way counts as inactive or inconclusive.
Compound,hERG WT inh,S-ASM inh,Chronic BCR inh,Eya2 inh,TSHR antag,MBNL1-CUG inh,PKM2 act,GALK inh,Mito fusion yeast,USP2a block,Menin-MLL TR inh
c1ccc2sc(SCc3ccc(-c4nnco4)cc3)nc2c1,-6.9,-15.4%,-3.4%,-1.7%,-18.2,1.3%,-5.2%,0.3%,12.6%,-4.0%,1.0%
O=C(CCC(=O)N(CC(=O)NC1CCCC1)Cc1ccc2c(c1)OCO2)Nc1nccs1,.,.,-2.4%,-6.8%,7.5,-2.9%,0.0%,9.8%,-1.0%,4.5%,-1.6%
CN(c1ccccc1)S(=O)(=O)c1cccc(C(=O)OCC(=O)NCCCN2CCCC2=O)c1,9.3,-1.4%,-0.2%,1.6%,0.0,-1.0%,1.3%,-0.9%,-5.8%,0.3%,0.8%
CN1CCN(C(=O)C2=C[C@H](c3csc4ccccc34)C[C@H](OCc3ccc(CO)cc3)O2)CC1,-6.1,-2.8%,-3.6%,5.0%,-3.7,4.5%,4.0%,4.6%,2.5%,-1.0%,1.6%
CCC(C)NC(=O)c1ccc(COc2ccccc2Cl)cc1 (stereo not drawn),-2.8,-2.0%,-11.9%,14.5%,-0.8,-3.7%,-0.9%,-0.7%,1.3%,1.8%,1.8%
O=C1CC(c2ccc3c(c2)OCO3)CN1 (stereo not drawn),1.6,1.3%,-3.9%,4.1%,4.5,-4.0%,-1.0%,.,-0.3%,0.4%,6.3%
COC(=O)c1ccc2c(=O)n(CCN3CCOCC3)c(=S)[nH]c2c1,0.6,5.9%,?,5.1%,-1.8,-7.0%,5.8%,0.2%,-3.1%,1.3%,22.8%
COc1ccc(-c2ccc(SCC(=O)N3CCCC3)nn2)cc1OC,2.2,1.5%,-1.9%,10.6%[15.4 µM],-0.9,1.7%,-0.6%,0.1%,-0.7%,1.5%,-16.7%
COc1ccc(Br)cc1S(=O)(=O)Nc1ncn[nH]1,-7.0,3.8%,-8.0%,1.1%,1.4,-2.8%,-0.7%,-0.2%,2.2%,0.2%,-1.0%
COC(=O)/C=C1/S/C(=N/NC(=O)c2ccccc2)NC1=O,7.7,-0.1%,.,8.6%,17.6,14.2%,-14.9%,.,-0.1%,0.1%,12.4%
COc1ccc(C)cc1NC(=O)/C=C/c1ccc(OC)c(S(=O)(=O)N2CCOCC2)c1,2.2,-5.7%,-19.6%,-9.6%,-8.3,.,.,.,-0.3%,0.2%,.
COc1ccccc1OCC(=O)N/N=C/C=C/c1ccc([N+](=O)[O-])o1,0.5,-1.4%,-3.7%,-5.4%,0.3,?,0.7%,-2.2%,?,-0.3%,14.5%
CC(Oc1ccccc1C(N)=O)C(=O)Nc1ccc(S(=O)(=O)N2CCCC2)cc1 (stereo not drawn),-6.7,-0.5%,-18.1%,1.1%,-6.2,.,.,.,3.1%,0.2%,.
CC(C)(C)OC(=O)NCCCCCc1nnc(SCc2ccccc2F)o1,-0.5,-3.0%,-8.7%,?,-15.2,.,-5.9%,0.2%,3.6%,0.4%,.
CCc1cc2c(=O)[nH]c(Cc3ccc(OC)cc3)nc2s1,-1.0,-6.0%,-1.4%,5.6%,9.6,-3.0%,6.4%,2.8%,-9.1%,-0.6%,-1.0%
CCn1c2c(c(C)cc1=O)C(=O)CC(C)(C)C2,-17.1,0.1%,-3.7%,-4.7%,3.2,-14.4%,5.5%,1.7%,-1.1%,4.5%,-5.7%
Cc1ccc(C(c2c(C)[nH][nH]c2=O)c2c(C)[nH][nH]c2=O)cc1,10.2,0.3%,?,-10.1%,3.7,1.2%,.,.,-14.1%,3.9%,?
CCc1ccccc1OCC(=O)NCC1COc2ccccc2O1 (stereo not drawn),-1.3,-0.2%,0.1%,-25.3%,-6.8,.,.,.,.,1.0%,.
COc1cc(CNn2cnnc2)ccc1OCC(=O)NC1CCCCC1,-6.2,1.8%,0.8%,-4.6%,-4.8,-4.3%,-1.2%,0.4%,1.7%,-0.8%,-7.5%
Cn1c(SCC(=O)N(Cc2ccccc2)C(C)(C)C)nc2ccccc21,2.7,-8.2%,?,-12.3%,-1.2,0.6%,-1.6%,-3.5%,19.1%,-1.0%,.
CC1=CC(C)(C)NC(=O)N1c1ccc(C)cc1,2.0,-2.2%,-5.7%,3.1%,5.8,-5.3%,-5.5%,-2.5%,-2.5%,1.8%,-10.6%
O=C(Nc1ccc(C(=O)O)cc1)/C(=C/c1cccc(Br)c1)NC(=O)c1ccco1,-17.4,2.2%,1.7%,-2.7%,-12.5,7.6%,-1.2%,-0.7%,-6.2%,6.3%,-4.0%
COc1ccc(N2CCN(C(=O)CSc3ccccc3N)CC2)cc1,-24.8,-0.2%,2.5%,4.3%,-2.9,-2.0%,7.6%,-0.8%,-2.2%,1.1%,1.8%
CCOC(=O)c1sc(NC(=O)C2CC(=O)N(c3ccc4c(c3)OCCO4)C2)nc1C (stereo not drawn),7.6,-11.8%,-3.3%,13.2%,-0.9,.,.,.,-3.3%,4.3%,.
COC(=O)c1ccccc1NC(=O)CCS(=O)(=O)c1ccc(Br)s1,-8.2,1.2%,?,1.4%,-2.2,0.8%,4.5%,-2.3%,-1.9%,1.6%,.
COc1ccc(CN(C)C(=O)Cc2ccc(S(=O)(=O)N3CCOCC3)s2)cc1OC,-8.1,2.7%,-0.1%,-1.1%,-8.5,.,.,.,-2.9%,1.2%,.
Cc1ccc(N2C(=O)[C@@H]3C(c4ccc(F)cc4)=NO[C@@H]3C2=O)cc1,-1.2,-5.6%,0.3%,3.9%,7.7,-10.5%,-1.1%,4.0%,-2.7%,1.5%,?
COc1ccc(-c2cc(C(=O)Nc3ccc(O)cc3)c3ccccc3n2)cc1OC,6.4,-7.0%,-0.5%,9.9%,-9.3,14.8%,0.5%,.,1.5%,8.2%,.
CCCN1Cc2cccc(C(=O)NCCCOC(C)C)c2C1=O,6.3,2.8%,?,-22.2%,6.4,0.2%,1.7%,0.2%,21.3%,0.8%,?
O=C(CCN1c2ccccc2Sc2ccccc21)OCC(=O)N1CCN(C(=O)c2ccco2)CC1,-1.1,-1.8%,6.4%,-17.7%,-3.1,-7.8%,0.5%,-0.8%,14.2%,-1.1%,-23.8%
Cc1ccc(C2C=C(c3ccc4c(c3)OCO4)Nc3ncnn32)cc1 (stereo not drawn),-4.3,73.5%[activator],0.3%,14.3%,-0.3,14.8%,1.3%,1.4%,-23.9%,-1.1%,0.0%
O=C(COc1ccc(Br)cc1F)NC1CCN(Cc2ccccc2)CC1,-4.8,0.9%,10.3%,-7.8%,-8.3,-4.1%,10.9%,-2.8%,16.8%,-0.3%,-3.4%

# 2 of these compounds, reformatted:
# Order of results: hERG WT inh	S-ASM inh	Chronic BCR inh	Eya2 inh	TSHR antag	MBNL1-CUG inh	PKM2 act	GALK inh	Mito fusion yeast	USP2a block	Menin-MLL TR inh
- O=C(CCN1c2ccccc2Sc2ccccc21)OCC(=O)N1CCN(C(=O)c2ccco2)CC1
 : -1.1	-1.8%	6.4%	-17.7%	-3.1	-7.8%	0.5%	-0.8%	14.2%	-1.1%	-23.8%
- Cc1ccc(C2C=C(c3ccc4c(c3)OCO4)Nc3ncnn32)cc1 (stereo not drawn)
 : -4.3	73.5%[activator]	0.3%	14.3%	-0.3	14.8%	1.3%	1.4%	-23.9%	-1.1%	0.0%

# Copied from the list:
# `COc1ccc(C)cc1NC(=O)/C=C/c1ccc(OC)c(S(=O)(=O)N2CCOCC2)c1` in Chronic BCR inh has -19.6%
# `COc1ccc(N2CCN(C(=O)CSc3ccccc3N)CC2)cc1` in MBNL1-CUG inh has -2.0%

# Screening results (PubChem BioAssay)

# Not all compounds are listed (hit frequency here may not be typical).
